UHRF1 binding: UHRF1 methylated DNA binding inhibitors, primary screen, counter-screen for MBD2 inhibitor project, biochemical, TR-FRET, human UHRF1, single concentration | E3 ubiquitin-protein ligase UHRF1 (Homo sapiens), Q96T88 | UHRF1 binding to methylated oligo | inhibition, % at 4.4 µM | 370,000 compounds, 0.75% hits | AID 687016, 2013; in the data active means inhibition above about 21%;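 further: UHRF1 SRA domain binding a hemimethylated CpG hairpin DNA probe; 0% = median of test compound wells and 100% = reference inhibitor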
Tn6 DDE FP: inhibitors of Tn6 peptide binding to fibrin DD(E), primary screen, biochemical, fluorescence polarization, human fibrin, Tn6 probe; Fibrinogen beta chain (Homo sapiens), P02675; Fibrin DD(E) TRITC-Tn6 fluorescence polarization displacement; inhibition, % at 8.3 µM; 370,000 compounds, 0.21% hits; AID 720509, 2013;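 active means inhibition above a per-campaign cutoff: mean of compounds within control limits plus 3 SD, cut at about 15% in these data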;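 further: 0% = median of all compound wells on the plate and 100% = blocking peptide control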
MBD2 DNA inh: inhibitors of MBD2 binding to methylated DNA, primary screen, biochemical, TR-FRET, DNA-binding domain, human; Methyl-CpG-binding domain protein 2 (Homo sapiens), Q9UBB5; MBD2 binding to methylated oligonucleotide; inhibition, % at 4.4 µM; 370,000 compounds, 0.31% hits; AID 686964, 2013; in the data active means inhibition above about 13%
Target sequence (Q9UBB5 whole entry, looked up, the tested form may be a part): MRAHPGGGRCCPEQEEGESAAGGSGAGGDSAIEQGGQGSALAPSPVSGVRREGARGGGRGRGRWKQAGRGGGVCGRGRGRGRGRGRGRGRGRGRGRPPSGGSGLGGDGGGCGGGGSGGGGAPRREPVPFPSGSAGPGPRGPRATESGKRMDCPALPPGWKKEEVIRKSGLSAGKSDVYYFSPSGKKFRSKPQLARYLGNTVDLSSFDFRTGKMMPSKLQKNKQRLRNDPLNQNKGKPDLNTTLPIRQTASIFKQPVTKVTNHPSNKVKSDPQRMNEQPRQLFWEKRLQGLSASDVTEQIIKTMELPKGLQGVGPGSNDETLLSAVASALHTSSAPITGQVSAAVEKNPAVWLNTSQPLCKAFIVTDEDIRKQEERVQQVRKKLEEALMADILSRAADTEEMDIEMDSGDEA
TDP2 absorb: human TDP2 enzyme inhibitors, primary screen, biochemical, epi absorbance, recombinant enzyme; Tyrosyl-DNA phosphodiesterase 2 (Homo sapiens), O95551; T5PNP hydrolysis, p-nitrophenol absorbance 415 nm; inhibition, % at 12.8 µM; 370,000 compounds, 0.34% hits; AID 720702, 2013;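 active means inhibition above the mean of all tested compounds plus 3 SD, set per campaign, cut at about 25% in these data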;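 further: 0% = DMSO with enzyme and 100% = buffer with substrate but no TDP2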
Target sequence (O95551 whole entry, looked up): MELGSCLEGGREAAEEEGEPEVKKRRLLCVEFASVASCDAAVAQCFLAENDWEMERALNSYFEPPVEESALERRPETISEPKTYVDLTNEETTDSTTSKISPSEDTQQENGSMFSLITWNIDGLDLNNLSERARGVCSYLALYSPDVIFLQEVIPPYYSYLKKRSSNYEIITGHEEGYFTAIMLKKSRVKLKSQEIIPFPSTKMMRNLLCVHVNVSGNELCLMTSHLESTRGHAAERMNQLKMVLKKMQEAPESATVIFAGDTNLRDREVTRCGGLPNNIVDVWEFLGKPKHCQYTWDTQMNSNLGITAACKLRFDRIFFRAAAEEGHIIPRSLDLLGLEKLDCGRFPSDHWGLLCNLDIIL
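Test system: human TDP2 enzyme; Input: 120 nM TDP2 per well; Buffer or medium: Mg2+-containing Tris-HCl buffer, pH 7.5; Reagent: 5 mM T5PNP; Dosing: 12.8 µM single point, 1% DMSO; Incubation: reaction 2 h, 37 °C; Detection: p-Nitrophenol epi absorbance; Read-out: % inhibition relative to enzyme-containing and enzyme-free wells; Replicates: single well per compound.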
PRMT1 inh: PRMT1 methyltransferase inhibitors, primary screen, biochemical, fluorescence polarization | Protein arginine N-methyltransferase 1 (Homo sapiens), Q99873 | 370,000 compounds, 1.3% hits | recombinant PRMT1, activity-based probe fluorescence polarization | inhibition, % at 2.79 µM | AID 652257, 2013;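 active means inhibition above about 21% made by adding two undisclosed values, limit read from the data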
Tn7 DDE FP: inhibitors of Tn7 peptide binding to fibrin DD(E), primary screen, biochemical, fluorescence polarization, human fibrin, Tn7 probe. Fibrinogen beta chain (Homo sapiens), P02675. FP displacement of FITC-Tn7 peptide from fibrin DD(E); 0% = median of compound wells per plate. inhibition, % at 8.3 µM. 370,000 compounds, 0.13% hits. AID 720508, 2013;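 active means inhibition above the mean of compounds falling within the control limits plus 3 SD of them, cut at about 14% in these data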;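 further: 0% = plate median of compound wells and 100% = 10 µM Aha-Tn7 peptide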
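Assay system: Human fibrin DD(E) protein | Medium: Tris buffer with calcium and detergent, pH 7.8 | Reagent: 0.1 µM fluorescent Tn7 | Compound dosing: Single point at 8.3 µM | Times: 10 min preincubation, 3 h with tracer, room temperature | Detection: Fluorescence polarization of the labelled Tn7 tracer | Controls: Aha-Tn7 high control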
SIAE primary: human SIAE inhibitors, primary screen, biochemical, fluorescence polarization, FP-Rh probe, 1536-well HTS; Sialate O-acetylesterase (Homo sapiens), Q9HAT2; SIAE FP-Rh probe binding; inhibition, % at 9.66 µM; 370,000 compounds, 0.69% hits; AID 1053197, 2014;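 active means inhibition above a cutoff: mean of compounds within the control limits plus 3 SD of those, cut at about 17% in these data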;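 further: 0% = plate median of compound wells and 100% = probe without SIAE protein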
LEDGF integ inh: blockers of LEDGF/p75-dependent integrase strand transfer – biochemical, TR-FRET, high throughput, primary screen; TR-FRET IN-LEDGF/p75 DNA integration, Eu/Cy5; inhibition, % at 3.7 µM; 370,000 compounds, 0.64% hits; AID 743269, 2014;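 active means inhibition above the screen-wide mean plus 3 SD, cut at about 13% in these data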;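 further: signal is the Cy5 over europium emission ratio at 671 and 618 nm; 0% = plate median of compound wells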
KLK7 zymogen act: proKLK7 zymogen activators, primary screen, biochemical, fluorescence intensity. purified proKLK7, EDANS-DABCYL substrate fluorescence; 100% is mature enzyme control, 0% vehicle. activation, % at 7 µM. 370,000 compounds, 0.9% hits. AID 652039, 2013;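 active means activation above the mean of all tested compounds plus 3 SD, computed per campaign excluding outliers beyond control limits, cut at about 13% in these data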
Target sequence (P49862 whole entry, looked up): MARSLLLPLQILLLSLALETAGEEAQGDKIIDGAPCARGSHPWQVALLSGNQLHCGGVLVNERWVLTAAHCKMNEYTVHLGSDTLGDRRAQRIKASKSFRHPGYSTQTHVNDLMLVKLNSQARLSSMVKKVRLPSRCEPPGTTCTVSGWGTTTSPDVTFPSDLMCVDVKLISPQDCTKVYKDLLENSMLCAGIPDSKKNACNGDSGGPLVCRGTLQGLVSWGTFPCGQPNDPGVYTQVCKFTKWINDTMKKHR
TCR CD3 inh: inhibitors of human TCR-CD3 interaction, primary screen, biochemical, fluorescence, TAMRA-labeled TCR probe; T-cell receptor (TCR); 360,000 compounds, 0.37% hits; inhibition, % at 9.4 µM; in the data active means inhibition above about 19%;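 further: recombinant mutant TCR 2C K166C tagged with TAMRA read by polarization; 0% = receptor in buffer alone and 100% = receptor with positive control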
* = called active by the depositor.

SMILES	UHRF1 binding	Tn6 DDE FP	MBD2 DNA inh	TDP2 absorb	PRMT1 inh	Tn7 DDE FP	SIAE primary	LEDGF integ inh	KLK7 zymogen act	TCR CD3 inh
COc1ccc(CCNC(=O)CSc2n[nH]c(C)c2[N+](=O)[O-])cc1OC	5.7	1.3	2.6	4.4	-1.5	3.0	6.1	-0.6	0.3	1.9
Cc1ccc(N2C(=O)C3CCCN3C2=S)cc1 (stereo not given)	-0.6	7.0	-0.2	19.6	4.9	9.7	-6.9	-2.2	0.2	8.5
COc1ccc(C(=O)NC(C)CCCC(C)(C)O)cc1OC1CCN(C(C)=O)CC1 (stereo not given)	1.7	-7.7	-4.0	-10.5	-7.0	-2.9	6.3	0.0	-0.2	1.5
CC(=O)c1ccc(OC2OCCOC2Oc2ccc(C(C)=O)cc2)cc1 (stereo not given)	3.8	-3.6	-4.6	-1.0	1.5	-4.0	-2.4	2.5	0.4	-0.7
O=C(NN=C1CCC(c2ccccc2)CC1)c1ccccc1-n1cccc1 (stereo not given)	-5.0	-1.4	3.7	4.5	-1.3	3.9	-7.1	1.7	0.5	-0.3
c1ccc(N/N=C2\CCCc3ccccc32)nc1	-1.1	-1.7	-6.4	-3.5	-8.9	5.1	13.4	3.2	0.0	-1.2
c1ccc(-c2nnc(CSc3nnc(-c4ccncc4)n3Cc3ccco3)o2)cc1	5.3	5.0	-5.8	-9.3	-0.4	1.7	-0.1	4.0	-0.1	-0.2
Cc1ccccc1C(=O)NC(C(=O)Nc1nc2c(s1)CCCC2)C(C)C (stereo not given)	-1.2	1.9	-1.4	12.3	0.2	0.5	7.9	-1.9	-0.6	-1.9
Nc1ccccc1-c1nnc(SCc2ccccc2Cl)[nH]c1=O	-1.0	-6.4	1.1	-6.5	4.9	-6.7	-0.3	0.4	0.5	-1.1
CCOC(=O)c1sc(NC(=O)CSc2nccc(C)n2)nc1C	3.5	-0.8	-1.5	-4.6	3.4	0.5	0.3	0.3	-1.0	-4.4
CCOC(=O)c1c(C)[nH]c(C(=O)NCc2ccccn2)c1C	0.0	-1.8	3.8	-4.2	7.2	6.9	-1.8	-2.2	0.4	-5.5
O=C1CC(c2ccccc2)CC(O)=C1C=NCCN1CCOCC1 (stereo not given)	-0.5	7.8	0.4	0.4	0.8	-0.3	0.7	-0.3	0.0	7.3
CC(=O)Nc1ccc(NC(=O)CSc2nnc(NC(=O)c3cccc(F)c3)s2)cc1	0.3	6.7	-3.8	-3.5	3.9	4.8	2.8	0.1	0.8	0.0
CC(NC(=O)C(Cc1ccccc1)n1cccc1)c1ccccc1 (stereo not given)	-0.2	-10.9	-3.8	0.1	-2.6	-1.1	1.6	-2.5	-0.2	-3.6
O=C(NC1CCCCC1)OCCN1CCN(Cc2ccccc2)CCC1=O	6.9	11.1	3.5	1.4	-2.1	-1.7	2.0	0.9	-0.1	-1.1
CCCCC[C@@H](C)N1C[C@H](COCc2ccccc2)Oc2cc(N3CC[C@@H](N(C)C)C3)ccc2S1(=O)=O	0.8	-2.8	-5.9	-1.6	-3.7	-2.0	13.4	-2.1	-0.3	-0.8
C=C1c2cc(C)c(C)cc2NC(=O)N1c1ccccc1	-2.0	-2.5	1.8	10.1	-0.2	-1.3	-2.9	-0.4	-0.5	2.4
Cc1ccn2cc(-c3ccc(NC(=O)c4ccco4)cc3)nc2c1	-1.8	-2.9	-3.6	-3.3	0.3	0.9	-4.5	-2.9	0.3	-2.0
COCCN(C(=O)CCC(=O)Nc1cc(C)on1)C(C(=O)NC(C)(C)C)c1cccc(OC)c1OC (stereo not given)	-0.8	-2.8	3.2	-14.9	2.6	0.7	-7.5	-2.5	-0.7	1.7
O=C(CSc1nc2ccccc2c(=O)[nH]1)Nc1ccc(N2CCOCC2)c(Cl)c1	0.9	-10.2	-6.8	7.5	-4.3	5.8	-3.2	0.8	0.6	4.2
O=C(CCN1C(=O)/C(=C/c2ccccc2Cl)SC1=S)NC1CCCC1	2.7	-0.2	0.8	-14.3	-0.6	-4.0	-9.8	-2.7	-0.3	5.9
O/N=C\c1ccc2noc(-c3ccc(Cl)cc3)c2c1	-4.1	-3.8	1.2	3.9	-3.1	5.1	-8.0	2.7	-0.7	3.3
CCN1/C(=C\c2ccc3ccccc3[n+]2CC)Sc2cc(C)ccc21	-26.1	-6.2	-1.6	-2.3	-5.0	-26.1	-17.5	1.1	-0.3	-2.1
CC(C)Oc1ccc(C(=O)OCC(=O)N2CCCc3ccccc32)cc1	0.6	1.0	-0.8	2.1	-0.3	-2.4	-5.1	3.5	0.5	-4.6
O=C(c1ccc(-n2cccc2)cc1)N1CCCCC1	2.2	-2.6	2.6	-13.8	5.0	5.5	7.8	-1.1	0.5	-7.6
Additional structures follow.
SMILES	UHRF1 binding	Tn6 DDE FP	MBD2 DNA inh	TDP2 absorb	PRMT1 inh	Tn7 DDE FP	SIAE primary	LEDGF integ inh	KLK7 zymogen act	TCR CD3 inh
Cc1ccc2c([N+](=O)[O-])c(C)ccc2n1	-1.1	-10.2	0.8	-1.1	0.0	-1.2	1.1	-2.9	0.5	0.4
CCO[C@@H]1OC(C(=O)Nc2ccccc2)=C[C@H](C)[C@H]1CCCO	12.2	1.5	-4.1	13.0	-0.2	-4.0	3.4	-2.1	0.4	1.2
Cc1ccnc(NC(=O)CCC(=O)N(CC(=O)NC2CCCCC2)c2ccc3c(c2)OCO3)c1	0.5	5.1	0.8	5.4	-0.3	5.6	7.7	0.0	-0.6	-1.7
CCOC(=O)c1c(C)[nH]c(C(=O)COC(=O)c2cnccn2)c1C	-0.6	-2.8	-2.8	5.8	-141.9	5.0	20.1*	2.8	-0.5	38.2*
CCc1nn(CCCC(=O)NC2CCCCC2C)c(=O)c2cc3occc3n12 (stereo not given)	-3.3	-8.4	2.0	-12.3	-2.2	-4.0	-3.8	4.3	1.2	8.3
Cc1c(C(=O)Nc2ccc(N3CCOCC3)cc2)oc2ccccc12	3.7	6.7	-2.1	-5.9	-5.3	-7.6	4.5	0.4	-0.2	-2.0
O=C(Nc1ccc(S(=O)(=O)NCc2ccccc2)cc1)C1CCCCC1	2.2	12.2	0.6	-0.3	4.2	4.0	0.3	-1.7	0.3	-7.1
COc1ccc(-c2cc(C(F)(F)F)c(C#N)c(SCC(=O)O)n2)cc1	-2.0	-6.7	-4.0	8.7	-0.3	-0.3	7.8	1.1	0.0	-11.8
COc1ccc([N+](=O)[O-])c(OC)c1C(=O)NC(=O)Nc1nc(C)nc(C)n1	0.8	-6.9	-2.6	-0.6	3.8	3.3	-2.8	-2.3	-0.1	-0.7
N#Cc1ccc(N/N=C/c2ccccc2)c([N+](=O)[O-])c1	-1.1	2.6	-2.3	8.4	3.6	1.2	4.5	0.0	-0.4	3.6
O=P(c1ccccc1)(c1ccccc1)C(O)c1ccccn1 (stereo not given)	1.9	-7.5	1.8	1.7	1.2	-2.0	-2.7	1.8	0.4	-4.3
O=C(CCc1ccc(S(=O)(=O)NC2CCCCC2)cc1)NCc1ccccc1	-2.4	7.1	-0.8	6.6	-0.1	3.4	3.7	2.0	-0.1	5.3
COc1ccc(NC(=O)C2CCCCN2CC(=O)OCc2ccccc2)cc1OC (stereo not given)	-0.6	-0.5	0.6	-1.2	2.3	-1.0	1.6	1.1	-0.1	-0.8
Cc1ccc(NC(=O)Cn2cnc3c(oc4nc5c(cc43)COC(C)(C)C5)c2=O)cc1	-3.8	3.0	4.2	11.4	-4.4	0.8	7.1	2.4	0.1	1.1
O=C(Nc1ccc(C(=O)N2CCCCC2)cc1)C1CCC1	-1.6	-2.1	-6.3	1.9	-0.8	-5.1	-2.4	-6.4	-0.3	1.1
COc1ccc(S(=O)(=O)N2CCC(C(=O)N3CCc4ccccc4C3)CC2)cc1Cl	-2.7	2.0	-1.0	-10.5	1.5	0.8	0.8	-3.0	0.0	1.9
COc1ccccc1NC(=O)C(=O)NCC1COc2ccccc2O1 (stereo not given)	-0.4	-0.5	-1.7	0.4	-2.3	-5.1	-4.6	4.6	-0.3	2.2
COC(=O)C1=C(C)N(Cc2ccc(C(F)(F)F)cc2)C(=NCC2CC2)NC1c1ccccc1C(F)(F)F (stereo not given)	-3.7	-10.8	-4.5	-1.7	-2.0	0.9	-7.2	4.2	0.1	-0.5
C=CCn1c(C)csc1=Nc1ccccc1C	1.9	1.2	0.3	-13.1	-2.1	3.2	7.7	3.1	-0.4	8.0
Cc1noc(C)c1CN1C(=O)c2cccc([N+](=O)[O-])c2C1=O	-0.1	-1.4	-2.1	-8.3	2.7	1.1	-3.9	-2.6	-0.8	5.2
CN(Cc1ccccc1)C(=O)COC(=O)C1CCN(S(=O)(=O)c2ccc3c(c2)OCCO3)CC1	1.1	0.3	0.6	6.1	-4.3	2.3	0.6	-5.2	0.1	6.4
Cc1ccc(NC(=O)Cn2cc3c(n2)CCC(C)C3)cc1 (stereo not given)	-2.3	7.8	2.5	6.9	4.0	-1.5	3.8	-3.0	0.1	3.9
CCN(CC)c1ccc(NC(=O)c2cc3ccccc3o2)c(C)c1	-0.7	3.4	2.1	16.7	0.2	3.0	2.8	2.5	0.1	2.9
COc1cc2c(cc1OC)C(c1cc(OC)c(OC)c(OC)c1)C1(O)C(=O)OCC1(O)C2 (stereo not given)	20.7	-6.2	7.4	-0.4	-1.4	-5.2	2.5	0.5	56.6*	-5.8
Cc1cccc2c(=O)c(C(=O)NCCc3ccccc3)c[nH]c12	-1.0	5.8	-3.1	10.7	-4.6	0.5	-2.3	1.6	0.9	3.6

A portion of the results above, for reference:
SMILES	UHRF1 binding	Tn6 DDE FP	MBD2 DNA inh	TDP2 absorb	PRMT1 inh	Tn7 DDE FP	SIAE primary	LEDGF integ inh	KLK7 zymogen act	TCR CD3 inh
Cc1ccc2c([N+](=O)[O-])c(C)ccc2n1	-1.1	-10.2	0.8	-1.1	0.0	-1.2	1.1	-2.9	0.5	0.4
CCO[C@@H]1OC(C(=O)Nc2ccccc2)=C[C@H](C)[C@H]1CCCO	12.2	1.5	-4.1	13.0	-0.2	-4.0	3.4	-2.1	0.4	1.2
Cc1ccnc(NC(=O)CCC(=O)N(CC(=O)NC2CCCCC2)c2ccc3c(c2)OCO3)c1	0.5	5.1	0.8	5.4	-0.3	5.6	7.7	0.0	-0.6	-1.7
